VHR inh abs: blocks human VHR1 dual specificity phosphatase | P51452 | recombinant VHR phosphatase, pNPP absorbance | inhibition, % at 13.3 µM | 0.52% of 290,000 active; in the data active = inhibition above about 50%; note: some compounds called inactive have numbers as strong as hits
Target sequence (P51452 whole entry, looked up): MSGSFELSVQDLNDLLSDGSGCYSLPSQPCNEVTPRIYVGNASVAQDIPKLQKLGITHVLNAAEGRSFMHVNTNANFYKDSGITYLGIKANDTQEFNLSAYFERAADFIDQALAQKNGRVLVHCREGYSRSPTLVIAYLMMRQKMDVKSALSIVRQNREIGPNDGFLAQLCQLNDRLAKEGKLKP
3CLpro inhibitor: SARS-CoV 3CLpro protease inhibition; inhibition, % at 6 µM; recombinant SARS-CoV 3CLpro, quenched FRET peptide cleavage; AID 1706; 0.14% of 290,000 active; P0C6X7; in the data active = inhibition above about 12%
Active calls of the source: *. A portion of the library; the hit share may differ from the screen's.

structure	3CLpro inhibitor	VHR inh abs
CN(C)c1ccc(C2CC(c3ccccc3)=Nc3nc(-c4ccccc4)cn32)cc1 (stereo unspecified)	2	8
CCOc1cc(N2CCOCC2)c(OCC)cc1NC(=O)COc1ccc2ccc(=O)oc2c1	2	18
COCCNC(=O)/C(C#N)=c1\s/c(=C\c2ccccc2OC(F)F)c(=O)n1Cc1ccccc1	4	-18
O=S1(=O)CCOCCN1Cc1ccc(Cl)cc1Cl	-5	24
Cc1ccc(C(=O)C2=C(O)C(=O)N(CCN3CCOCC3)C2c2ccccn2)o1 (stereo unspecified)	-3	17
COc1ccc(C2C3=C(Nc4ncnn42)c2ccccc2CC3)cc1OC (stereo unspecified)	0	30
N#Cc1cc2c(nc1SCc1nc3ccccc3[nH]1)CCC2	-3	5
O=C(NC(=S)Nc1ccc2c(c1)C(=O)c1ccccc1C2=O)c1ccc(F)cc1	0	0
Cc1ccc(CN2C(=O)N/C(=C/c3ccc4c(c3)n(C)c(=O)n4C)C2=O)cc1	-1	-5
c1ccc(C2=NP(N3CCOCC3)(N3CCOCC3)=NC(N3CCOCC3)=N2)cc1	4	10

Further records follow:
structure	3CLpro inhibitor	VHR inh abs
COc1ccc(-c2[nH]n(-c3ccc([N+](=O)[O-])cc3)c(=O)c2C=NCCN2CCNCC2)cc1	9	0
O=C(NC1CC2CCCC(C1)N2C1CC1)NC12CC3CC(CC(C3)C1)C2 (stereo unspecified)	-5	22
[O-][n+]1onc2c1CCC(=N/O)/C2=N\Nc1ccccc1	-7	27
COc1cccc(C(=O)CC(=O)C(=O)Nc2cc(OC)c(OC)c(OC)c2)c1	5	18
C/C(=N\NC(=O)c1ccc(NS(=O)(=O)c2cccs2)cc1)c1ccccn1	5	-1
Nc1[nH]n2c(=O)cc(-c3ccccc3)nc2c1N=Nc1ccc2c(c1)OCO2	-8	90
CCOC(=O)c1ccc2nc(C)cc(Nc3cccc(C(=O)O)c3)c2c1	0	4
Cc1ccc(S(=O)(=O)n2c3ccc(F)cc3c3nc(C)sc32)cc1	0	-4
COc1ccc(CNC(=O)C/C(C)=N/NC(=O)c2cc(OC)cc(OC)c2)cc1	1	-4
CN(C)c1ccc(/C=C(\C#N)C(=O)NCc2ccco2)cc1	3	2

The listing continues.
structure	3CLpro inhibitor	VHR inh abs
COc1cc(/C=C(\C#N)c2nc3c(s2)CCCC3)ccc1O	-2	10
CCC(=O)N1C(=O)C2(Nc3ccccc3N2)c2ccccc21	3	-8
Cn1c(=O)c2c(SCc3ccccc3)nc(-c3ccco3)nc2n(C)c1=O	9	-17
Cc1nc(/N=C(\N)Nc2ccccc2)nc2ccccc12	-3	-8
COc1ccccc1N1C(=O)C2ON(c3ccccc3)C(c3ccc(N(C)C)cc3)C2C1=O (stereo unspecified)	2	18
COCC(=O)Nc1ccc(C(=O)Nc2ccccc2Cl)cc1	3	11
CCOC(=O)c1cc(OC(=O)c2cccnc2)n(-c2ccccc2)n1	5	7
CC(C)NCCCCOc1ccccc1-c1ccccc1	-1	2
Nc1nnc(-c2cc3c(ccc4ccccc43)oc2=O)s1	-1	54*
O=c1c2cc(N3CCOCC3)ccc2[nH]c(=S)n1CCCN1CCN(c2ccccc2F)CC1	3	4

Continued.
structure	3CLpro inhibitor	VHR inh abs
COc1ccc(Nc2nc(-c3sc(NC(C)=O)nc3C)cs2)cc1	-1	24
COc1ccc(C(=O)/C(=C\c2sccc2C)c2nc3ccccc3o2)cc1	0	-8
CCCCCCCC(=O)N/N=C(\C)c1ccc(N)cc1	1	16
Cc1n[nH]c(C)c1Sc1ccccc1N=Cc1cc([N+](=O)[O-])ccc1O	3	27
O=C(NCCc1ccccc1)c1ccncc1	0	7
Cc1cc(C)nc(-n2nc(C)cc2NC(=O)c2cccc(S(=O)(=O)N3CCCCC3)c2)n1	-1	26
COC(=O)[C@@]1(Cc2ccc(OC)cc2)[C@H]2c3cc(C(=O)N(C)C)n(CCc4ccc(OC)c(Br)c4)c3C[C@H]2CN1C(=O)c1ccccc1	3	1
O=C1CCN(N=Nc2cccc(Cl)c2)N1	-4	2
C[C@@H](c1ncncc1F)[C@](O)(Cn1cncn1)c1ccc(F)cc1F	0	26
Cc1ccc(S(=O)(=O)N2CCSC2=Nc2ccccc2)cc1	0	0

Next compounds:
structure	3CLpro inhibitor	VHR inh abs
O=C(c1ccco1)N1CCN(c2ncnc3c2[nH]c2ccccc23)CC1	5	0
COc1cc(/C=N\Nc2ccc([N+](=O)[O-])cn2)ccc1OCC(=O)O	0	19
CC(NC(=O)C1CCC(CNS(=O)(=O)c2ccccc2)CC1)c1ccc2c(c1)OCCO2 (stereo unspecified)	-3	10
CC(C)Cn1cnc2c(c1=O)c1nc3ccccc3nc1n2Cc1ccc2c(c1)OCO2	-2	-2
Cc1ccc(S(=O)(=O)N(C)S(=O)(=O)c2ccc(C#N)cc2)cc1	6	53*
Cn1c(=O)c2c3c(sc2n2c(SCc4ccccc4)nnc12)CCCC3	-2	-2
CN(C)S(=O)(=O)c1cc(NC(=O)c2cc(=O)[nH]c3ccccc23)ccc1Cl	5	1
COc1ccc(N(CC(=O)NCCC2=CCCCC2)S(=O)(=O)c2ccc(C)cc2)cc1	0	12
Cc1cccc2cc(C(c3nnnn3CC3CCCO3)N3CCCC4(CCCCC4)C3)c(=O)[nH]c12 (stereo unspecified)	1	6
CN(C)c1ccc(CNc2nc3ccccc3s2)cc1	0	8

The list goes on.
structure	3CLpro inhibitor	VHR inh abs
O=C1COc2ccc(N3C(=O)C=CC3=O)cc2N1	3	-6
CN(C)C(=O)NC(O)C(Cl)Cl (stereo unspecified)	2	22
O=C(c1cc2cc(Br)cc(Br)c2oc1=O)N1CCCc2ccccc21	0	12
CCOC(=O)N1CCC(N2Cc3cccc(C(=O)NCc4ccc(OC)cc4)c3C2=O)CC1	-2	37
COc1ccc(-c2noc(-c3cc(Cl)ccc3Cl)n2)cc1OC	9	10
COc1cc(C(=O)NC2CCCNC2)cc(OC)c1OC (stereo unspecified)	5	16
Cc1cc(C)nc(Nc2n[nH]c(Cc3ccccc3)n2)n1	5	13
CC1CCc2sc(C(=O)N=Nc3c(O)[nH]c4ccccc34)cc2C1 (stereo unspecified)	5	47
C/C(N)=C(/C#N)C(=O)COC(=O)c1cc(-c2ccccc2)nc2ccc(Br)cc12	-3	12
COC(=O)[C@@]1(Cc2ccc(OC)cc2)[C@H]2c3cc(C(=O)N4CCCC4)n(CCN4CCNC4=O)c3C[C@H]2CN1C(=O)c1ccccc1	-2	-3

Next section.
structure	3CLpro inhibitor	VHR inh abs
COC(=O)c1cc2sc(Cl)cc2n1Cc1nc(-c2cccc(C)c2)oc1C	-3	-18
NC(Cc1ccc(Oc2ccc(O)cc2)cc1)C(=O)O (stereo unspecified)	-1	-7
CCN1CCc2c(OCC(=O)Nc3ccc4c(c3)OCCO4)cccc2C1=O	-2	6
COc1ccc(CNC(=O)CSc2nc3[nH]ncc3c(=O)n2-c2ccccc2Br)cc1	4	-8
CCN1C(=O)[C@H]2[C@H]3[C@H](O)[C@H](O)C/C(=N\O[C@H](C)c4cn([C@H](CO)Cc5ccccc5)nn4)[C@@H]3CC[C@H]2C1=O	0	24
CN1CCN(CC(=O)Nc2sc3c(c2C#N)CCC(C(C)(C)C)C3)CC1 (stereo unspecified)	-1	6
COc1ccc(OC)c(NC(=O)CC(NCCC2=CCCCC2)C(=O)O)c1 (stereo unspecified)	-3	11
COc1cc(/C=C2/C(=N)N3C(=NC2=O)SN=C3S(C)(=O)=O)ccc1OS(=O)(=O)c1ccccc1	4	-1
COC(=O)Sc1nnc(-c2ccc(Br)cc2)o1	2	7
COc1cccc(C(=O)COc2ccc3c(C)c(Cc4ccccc4)c(=O)oc3c2C)c1	3	-5

Remaining list, next part:
structure	3CLpro inhibitor	VHR inh abs
C[C@@H]1CN(CCCn2c3ccccc3c3ccccc32)C[C@H](C)N1	-3	35
COc1cc(C)c(Cc2cnc(N)nc2N)cc1OC	2	16
NC(=O)CC[C@@H]1NC(=O)[C@H](CO)NC(=O)c2cc([N+](=O)[O-])cc(I)c2NCC[C@@H](C(N)=O)NC(=O)[C@H](Cc2ccc(O)cc2)NC1=O	2	0
CN1CCN(C(CC(=O)Nc2cccc(O)c2)C(=O)O)CC1 (stereo unspecified)	5	20
CC(C)OCCCNC(=O)C(NS(=O)(=O)c1ccc2c(c1)c(=O)n(C)c(=O)n2C)c1ccccc1 (stereo unspecified)	1	14
CCSc1nnc(NC(=O)C2CCN(S(=O)(=O)c3c(C)c(C)cc(C)c3C)CC2)s1	-2	1
CCN1C/C(=C\c2cccc(C)c2)c2nc3ccccc3c(C(=O)O)c2C1	-2	5
CC(C)OC(=O)c1c(NC(=O)c2cnn3c2NC(c2ccccc2)CC3C(F)F)sc2c1CCCC2 (stereo unspecified)	1	9
Cc1cc2cc(C)c3nnc(SCC(=O)N4CCCc5ccccc54)n3c2cc1C	-1	5
COc1ccc(O[C@H]2C=C[C@@H](c3ccccc3)O[C@@H]2CO/N=C(\C)CCN2CCc3nc(-c4ccccc4)c(-c4ccccc4)cc3C2)cc1	-4	-15

3 compounds drawn at random from those above, as already listed:
structure	3CLpro inhibitor	VHR inh abs
COC(=O)Sc1nnc(-c2ccc(Br)cc2)o1	2	7
COc1ccc(CNC(=O)C/C(C)=N/NC(=O)c2cc(OC)cc(OC)c2)cc1	1	-4
O=C1COc2ccc(N3C(=O)C=CC3=O)cc2N1	3	-6

(list continues)
structure	3CLpro inhibitor	VHR inh abs
COc1ccccc1Nc1nc(-c2sc(NC(=O)c3ccc([N+](=O)[O-])cc3)nc2C)cs1	0	8
Cn1c(=O)c2[nH]c(-c3ccccc3O)nc2n(C)c1=O	2	13
O=c1[nH]cc(N=Cc2cc([N+](=O)[O-])ccc2O)c(=O)[nH]1	0	21
Cc1ccccc1NC(=O)COC(=O)c1cc(=O)c2ccccc2o1	2	1
CN(C)CCNC(=O)Cc1c(C(=O)O)n(C)c2ccccc12	5	27
COc1ccc(N2CCN(C(=O)c3ccc4c(c3)NC(=O)C(CSCc3ccc(C)cc3)N4)CC2)cc1 (stereo unspecified)	10	2
CCCOC(=O)c1ccc(NC(=O)c2cn(CC)c3nc(C)ccc3c2=O)cc1	-2	41
CC(C)Cc1nc2oc3c(N4CCN(C)CC4)ncnc3c2c2c1CCCC2	-1	10
COc1ccc(NC(=O)Cn2cnc3c(nnn3-c3ccc(C)cc3)c2=O)cc1	-1	6
CCc1cccc(NC(=O)CSc2nc3c(c(=O)[nH]2)CCCC3)c1	0	-6

The results go on.
structure	3CLpro inhibitor	VHR inh abs
CCCN1C(=O)S/C(=C\c2ccc(N3CCOCC3)cc2C)C1=O	3	18
CC(C)OC(=O)CCC/C=C\C[C@@H]1[C@@H](CC[C@@H](O)CCc2ccccc2)[C@H](O)C[C@@H]1O	4	3
O=S(=O)(c1ccc2c(c1)OCCO2)N1CCN(c2nc(-c3cccnc3)nc3ccccc23)CC1	2	26
CC1=NN(c2ccccc2)C(=O)/C1=C/c1c(O)n(-c2ccc(F)c(Cl)c2)[nH]c1=O	4	12
FC(F)Oc1ccc(/C=N/N2CCCCC2)c(OC(F)F)c1	3	5
COc1ccc(/C(C)=N/Nc2cc(C(F)(F)F)ccc2Cl)c(OC)c1	0	26
O=S(=O)(c1ccccc1)N1CCN(c2nc(-c3cccs3)nc3ccccc23)CC1	2	7
O=c1c2ccccc2oc2nc3ccn(Cc4ccncc4)c(=O)c3cc12	1	24
O=C(CCC1CCCNC1)c1ccccc1 (stereo unspecified)	0	-4
O=C(Nc1ccccc1)O[C@@H]1C[C@H]2CCC(=O)N3CC[C@@H](C1)[C@@H]23	2	28

(listing goes on)
structure	3CLpro inhibitor	VHR inh abs
CCCCCCN(C(=O)CCCCCN1C(=O)NC(c2ccc(-c3ccccc3)cc2)C(C(=O)OCc2ccccc2)=C1C)C(C(=O)NCCCC)c1ccc(OCC(=O)OC)cc1 (stereo unspecified)	1	9
COc1ccccc1/C=C/C=N/NC(=O)c1ccc2nc[nH]c2c1	-1	12
O=C1CSC(=S)N1c1ccc(F)cc1	-4	-2
Cc1[nH][nH]c(=O)c1C(c1ccc(-c2ccc(Cl)cc2Cl)o1)c1c(C)[nH][nH]c1=O	1	-18
CCCCCCC12CCC(C(=O)O)(CC1)CC2	2	-10
O=c1c(C=NCCN2CCNCC2)c(-c2ccccc2)[nH]n1-c1ccc([N+](=O)[O-])cc1	0	48
CCc1nnc(NC(=O)CSc2ccc(-c3ccc(F)cc3)nn2)s1	-1	32
CCCCc1ccc(NC(=O)COc2ccc(C(=O)Nc3ccccc3C)cc2)cc1	2	16
CCOc1ccc(N(CC(=O)NC(C)CC)S(=O)(=O)c2c(C)noc2C)cc1 (stereo unspecified)	-3	32
CC(C)(C)C(C(Oc1ccc(Cl)cc1)n1cncn1)n1nnnc1C(c1cccc(Cl)c1)N1CCCCC1 (stereo unspecified)	-1	4

Going on with the list:
structure	3CLpro inhibitor	VHR inh abs
Cc1cc(=O)[nH]c2c(C)c(Cl)ccc12	-3	32
CN(C)c1ccc(CNCCC2CCOC(C)(C)C2)cc1 (stereo unspecified)	5	12
Cc1cc(C)c(C)c(S(=O)(=O)NCc2ccco2)c1C	-4	-7
CSC1=C(C#N)C(c2cccs2)CC(=O)N1C (stereo unspecified)	-2	15
Cc1sccc1C1C(C#N)=C(N)SC(N)=C1C#N	2	-9
CCOC(=O)c1nnn(-c2nc(OC)nc(N3CCCCC3)n2)c1-c1ccccc1	2	29

Four structures already listed, sorted by molar mass, descending:
structure	3CLpro inhibitor	VHR inh abs
Cc1cc(C)c(C)c(S(=O)(=O)NCc2ccco2)c1C	-4	-7
CN(C)c1ccc(CNCCC2CCOC(C)(C)C2)cc1 (stereo unspecified)	5	12
Cc1sccc1C1C(C#N)=C(N)SC(N)=C1C#N	2	-9
CSC1=C(C#N)C(c2cccs2)CC(=O)N1C (stereo unspecified)	-2	15

2 of the compounds above, as labelled records.
CSC1=C(C#N)C(c2cccs2)CC(=O)N1C (stereo unspecified)
  3CLpro inhibitor = -2
  VHR inh abs = 15

Cc1sccc1C1C(C#N)=C(N)SC(N)=C1C#N
  3CLpro inhibitor = 2
  VHR inh abs = -9

From PubChem BioAssay
